# High-throughput results (PubChem)
# Pf Dd2 growth – qHTS Primary assay for Inhibitors of Plasmodium falciparum Dd2 growth in vitro. P. falciparum Dd2 growth, SYBR Green, 72 h. 120,000 tested, 4.3% active. Potency, µM (doses to about 28.9 µM), for inactives: at the highest dose activity, negative = inhibition, hits mostly inhibitors; active = well fitted inhibition curve with a large enough effect; inconclusive = small, poorly fitted or top-dose-only effect; inactive = no such curve, though single readings can be large or run the other way;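 also: plate controls were DMSO vehicle for no effect and reference drug for full effect; nearly all actives have a fitted effect of over 65% in size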
#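 Readout: SYBR Green fluorescence, 485 nm excitation, 535 nm emission, after ~16 h lysis at 37C. Before that, Dd2-infected red cells (2.5% hematocrit) grew 72 h with compound, 29 uM top final concentration.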
# Numbers without * were called inactive; i = inactive; ? = inconclusive; [ ] = another dose, or the depositor's remark. Potency is read from the fitted curve at half-maximal effect. An excerpt; the hit share may differ from the screen's.
SMILES,Pf Dd2 growth
O=C(CCc1ccccc1)N1CC[C@H]2COC(=O)N2c2cc(F)ccc2C1,-12.2%[44.1 µM]
CSc1cccc(NC(=O)C2CCN(S(=O)(=O)c3ccc4c(c3)CCCN4C(=O)C3CCC3)CC2)c1,i
COc1ccc(-c2nc3ccccc3o2)cc1NC(=O)c1cc(Br)ccc1OC,16.0%
Cc1cnc(CN(C)c2cc(C3CC(O)C3)nc(N)n2)[nH]1 (stereo not given),7.1%
CN(C)c1ccc(-c2nc(-c3ccccn3)no2)cc1[N+](=O)[O-],-12.9%
CN(CC1Cc2ccccc2O1)C(=O)c1cn(Cc2ccccc2F)nn1 (stereo not given),-29.5%
CC(C)c1ccc(N2C(=O)CSC23C(=O)N(Cc2ccccc2F)c2ccccc23)cc1 (stereo not given),?
COc1ccc(CNC(=O)CSc2nc(-c3ccc(OC)c(OC)c3)cc(C(F)(F)F)n2)cc1,-10.4%
CCNC(=O)N1Cc2[nH]cnc2C[C@H]1c1nc(-c2ccc(F)c(Cl)c2)no1,i
O=C(c1ccc(-c2cccc(O)c2)nc1)N1CCCN(c2ncccn2)CC1,-13.9%
Cc1cc(C)cc(OCC(=O)c2ccc3c(c2)N(CC(=O)N(C)Cc2ccccc2)C(=O)CO3)c1,-10.1%
O=C(c1ccc2c(c1)N(Cc1ccc(Cl)cc1)C(=O)c1ccccc1S2(=O)=O)N1CCCCCC1,?
CCc1ccccc1OCC(=O)c1ccc2c(c1)N(CC(=O)Nc1ccc(F)cc1)C(=O)CO2,i
Cc1noc2c(Nc3ccc(Cl)cc3)cc(-c3cccnc3)nc12,?
Cc1ncsc1CCN(C)CC1(O)CCCNC1 (stereo not given),-2.1%
CCOc1ccc(NC(=O)C2CCCN(S(=O)(=O)c3cccc4nonc34)C2)cc1 (stereo not given),i
NC(=O)[C@@H]1CN(C(=O)COc2ccccc2)C[C@H]1COc1ccccc1,13.7%
CN(C)CCCn1cnc2cc(NC(=O)C[C@H]3NC(=O)c4ccccc4NC3=O)ccc21,5.4%
CC(C)c1ccc(-c2noc(SCC(=O)N3CCN(c4ccc(F)cc4)CC3)n2)cc1,0.447µM*
O=C(c1ccc(F)cc1)N1CCCC2(CN[S+](=O)([O-])c3ccccc3N2)C1 (stereo not given),8.8%
COCCc1nncn1C1CCN(S(=O)(=O)c2ccccc2Cl)CC1,-7.9%
O=C(CCS(=O)(=O)c1cc(Br)cc2c1N(C(=O)C1CC1)CC2)N1CCN(c2cccc(Cl)c2)CC1,?
O=C(c1cc(CN2CCOCC2)on1)N1CCC(c2nc(C3CCOCC3)no2)C1 (stereo not given),19.9%
COc1ccc(-c2nc3c(c(-c4ccccc4)n2)CN(C(=O)Nc2ccccc2)CC3)cc1,-18.1%
COC1CCCN(c2ncccc2-c2cc(-c3ccccc3)nc3c(C)noc23)C1 (stereo not given),?
Cc1ccn2c(=O)c(C(=O)NCCc3ccc(S(N)(=O)=O)cc3)c(O)nc2c1,0.7%
CC(C)NC(=O)c1nn(-c2ccccc2F)nc1CO,36.0%[activator]
COC(=O)c1c(C)oc2ccc(N(C(=O)c3ccncc3)S(=O)(=O)c3cc(C)ccc3C)cc12,-16.5%
Cc1cc(C)n(CCC(=O)N2CC3CC(C2)[C@H]2CCCC(=O)N2C3)n1 (stereo not given in full),0.5%
O=C(/C=C/c1ccc(F)cc1)Nc1nc2n(n1)C(c1ccc(Cl)cc1)C=C(c1ccccc1)N2 (stereo not given),11.2µM*
O=C(Nc1ccc(Br)cc1)c1cc(-c2cccs2)nc2ccccc12,i
O=C(CCC1CCCC1)N1CCCC1c1nc(CCOCC2CC2)no1 (stereo not given),?
CC[C@@H](NC(=O)c1cc(S(N)(=O)=O)ccc1C)C1CC(O)C1 (stereo not given in full),-8.3%
O=S(=O)(c1ccc(Cl)cc1)N1CCC(c2ccncc2)CC1,i
CC(C)Oc1ccc(NC(=O)c2cc3ccccc3o2)cc1,34.3%[activator]
CCOc1ccccc1NC(=O)N1CCCC(c2nc(C(C)C)no2)CCNC(=O)CC1 (stereo not given),i
Cn1c(Cn2cccn2)nnc1C1CC(NC(=O)COc2cccnc2)C1 (stereo not given),-23.2%
COCCc1noc(CC2CCOC3(CCN(C(=O)Nc4ccc5c(c4)OCCO5)CC3)C2)n1 (stereo not given),-11.8%
CCOc1ccc(C(=O)c2cn(CC(=O)Nc3ccc4c(c3)OCO4)c3ccc(OC)cc3c2=O)cc1,?
COCCN1C(=O)[C@H]2CN(Cc3ccccc3Cl)C[C@H]2C1=O,-2.7%
CCc1cccc(C)c1NC(=O)CN1C(=O)c2c(c3ccccc3n2C)C1c1ccc(OC)cc1 (stereo not given),?
CCOC(=O)N1CCC2(CC1)OC(=O)C(C)=C2C(=O)NCc1cccc(F)c1,18.5%
Clc1ccccc1C1(c2ccnc(CC3CC3)n2)CCNCC1,5.01µM*
CC(=O)Nc1ccc(NS(=O)(=O)c2c(C)nc3sccn3c2=O)cc1,19.9%
Cc1ccc(CCNC(=O)C2COc3ccccc3C2)cc1 (stereo not given),51.1%[5.79 µM]
O=C1NCN(Cc2ccc(Cl)cc2)C12CCN([S+](=O)([O-])c1ccccc1)CC2,9.0%
CCCn1cc(C(=O)N2CC(=O)N(c3cccc(C)c3)CC2C)c(C)n1 (stereo not given),-9.1%
CCNC(=O)c1cccnc1OC1CCN(C(=O)c2cc(F)ccc2F)C1 (stereo not given),32.6%
O=C(c1cnc2c(c1)N([S+](=O)([O-])c1cccnc1)CCC2)N1CCC(c2ccccc2)CC1,5.1%
Cc1cccc(CN2CCCC3(CCN(c4cc(C)nc(N)n4)C3)C2=O)c1 (stereo not given),i

# An excerpt from above in order of molecular weight, smallest number first:
SMILES,Pf Dd2 growth
Cc1ccc(CCNC(=O)C2COc3ccccc3C2)cc1 (stereo not given),51.1%[5.79 µM]
COCCN1C(=O)[C@H]2CN(Cc3ccccc3Cl)C[C@H]2C1=O,-2.7%
CC[C@@H](NC(=O)c1cc(S(N)(=O)=O)ccc1C)C1CC(O)C1 (stereo not given in full),-8.3%
Clc1ccccc1C1(c2ccnc(CC3CC3)n2)CCNCC1,5.01µM*
O=S(=O)(c1ccc(Cl)cc1)N1CCC(c2ccncc2)CC1,i
CCCn1cc(C(=O)N2CC(=O)N(c3cccc(C)c3)CC2C)c(C)n1 (stereo not given),-9.1%
Cc1cccc(CN2CCCC3(CCN(c4cc(C)nc(N)n4)C3)C2=O)c1 (stereo not given),i
Cn1c(Cn2cccn2)nnc1C1CC(NC(=O)COc2cccnc2)C1 (stereo not given),-23.2%
CCNC(=O)c1cccnc1OC1CCN(C(=O)c2cc(F)ccc2F)C1 (stereo not given),32.6%
CC(=O)Nc1ccc(NS(=O)(=O)c2c(C)nc3sccn3c2=O)cc1,19.9%
O=C1NCN(Cc2ccc(Cl)cc2)C12CCN([S+](=O)([O-])c1ccccc1)CC2,9.0%
CCOc1ccccc1NC(=O)N1CCCC(c2nc(C(C)C)no2)CCNC(=O)CC1 (stereo not given),i
CCc1cccc(C)c1NC(=O)CN1C(=O)c2c(c3ccccc3n2C)C1c1ccc(OC)cc1 (stereo not given),?
COCCc1noc(CC2CCOC3(CCN(C(=O)Nc4ccc5c(c4)OCCO5)CC3)C2)n1 (stereo not given),-11.8%
CCOc1ccc(C(=O)c2cn(CC(=O)Nc3ccc4c(c3)OCO4)c3ccc(OC)cc3c2=O)cc1,?

# (next part)
SMILES,Pf Dd2 growth
CCCCNC(=O)CCCN1C(=O)COc2ccc(C(C)(C)CC)cc21,-19.7%
CCOc1ccccc1CN1CCN(c2ncccc2C#N)CC1CCO (stereo not given),?
NC(=O)[C@H](Cc1ccc(O)cc1)NC(=O)C1=C[C@@H](NC(=O)CC2(CC(=O)O)CCCC2)[C@@H](O)[C@H](O)C1,10.7%
COC[C@@H]1CN(Cc2cnn(C)c2C)C[C@H]1c1ccncc1,-4.4%
COCC1CCN(Cc2cc3ccc(OC)cc3nc2-c2cccc(C)c2)C1 (stereo not given),11.2µM*
Cc1ccc(CSCCC(=O)NCc2ccc(F)cc2Cl)cc1,6.3%
CCCSc1ncc(Cl)c(C(=O)Nc2scc(-c3ccc(C)cc3)c2C(=O)OCC)n1,i
Cc1ccc(NC(=O)Cn2ccn3nc4c(c3c2=O)CC(C)CC4)cc1Cl (stereo not given),-10.2%
O=C(c1cccs1)N1CCC2(CC1)CC(N(C(=O)c1ccccc1)C1CC1)CCO2 (stereo not given),i
CCCn1c2ccccc2c2cnn(CC(=O)N3CCCC(C)C3)c(=O)c21 (stereo not given),-11.1%
CCn1cc(S(=O)(=O)N2CC(N(C)Cc3cccnc3)C2)cn1,1.9%
COCc1nnc2n1CCC(NC(=O)c1nn(C)c3ccccc13)CC2 (stereo not given),22.6%
COc1ccc(F)c(CN2CCCC(O)(CN3CCOC(C)(C)C3)C2=O)c1 (stereo not given),8.7%
CCC(=O)Nc1nnc(SCc2cc(=O)c3cc(C)ccc3[nH]2)s1,80.2%[activator]
Cn1c(CNC(=O)C2CCN(C(=O)N3CC4CC(C3)[C@H]3CCCC(=O)N3C4)CC2)nc2ccccc21 (stereo not given in full),i
Cc1ccc(NC(=O)Cn2c(CCC(=O)O)ccc2-c2cccs2)cc1Cl,-2.6%
COc1ccc(-c2ccc3ncc(Nc4cccc(C(F)(F)F)c4)n3n2)cn1,?
COc1ccccc1NC(=O)Cn1c(=O)c(CNc2ccccc2)cc2cc(OC)c(OC)cc21,?
CCOC(=O)c1cccc(NC(=O)CCc2c(C)nc3c4cccnc4nn3c2C)c1,?
CCCCN1C(=O)c2[nH]nc(-c3ccccc3O)c2C1c1ccc(OCc2ccccc2)c(OC)c1 (stereo not given),11.2µM*

# Single entries from the list:
# COC[C@@H]1CN(Cc2cnn(C)c2C)C[C@H]1c1ccncc1 in Pf Dd2 growth shows -4.4%
# CCCn1c2ccccc2c2cnn(CC(=O)N3CCCC(C)C3)c(=O)c21 (stereo not given) in Pf Dd2 growth shows -11.1%

# (continued)
SMILES,Pf Dd2 growth
O=C(CN1C(=O)NC(c2ccccc2Cl)C2=C1COC2=O)NCc1ccccc1Cl (stereo not given),-18.8%
Cc1cc2c(cc1S(=O)(=O)CCC(=O)N(C)Cc1ccccc1)OCC(=O)N2,5.4%
CN(C)C(=O)c1ccc(OC2CCN(C(=O)c3ccccc3)CC2)nc1,25.0%
Cc1cccc(C(=O)Nc2ccc(C(=O)OCc3cc(=O)n4nc(C5CC5)sc4n3)cc2)c1,i
C#CCOc1ccc(C(=O)N[C@@H]2CN(C3CCN(C)CC3)CCC[C@H]2O)cc1,-11.2%[44.1 µM]
CCOC(=O)c1[nH]c2ccccc2c1NC(=O)c1ccc(Br)cc1,8.8%
Cc1noc(C)c1-c1cnc(Nc2ccncc2)c2c1CCO2,3.9%[44.1 µM]
COc1ccc(-c2nc3sc(CCNC(=O)c4cc(Cl)ccc4OC)c(C)n3n2)cc1,-29.4%
Cc1cc(N2CCN(C)CC2)nc2ccc(NC(=O)Nc3ccc(Cl)cc3)cc12,11.2µM*
C[C@@H](c1ccccc1)N(C)C(=O)c1cn(Cc2cccc(C(F)(F)F)c2)nn1,?
CCOc1ccc(C(=O)Nc2cc(-c3nc4cc(OC)ccc4o3)ccc2C)cc1[N+](=O)[O-],-5.9%
Clc1ccccc1-c1ncc[nH]1,4.4%[44.1 µM]
CCc1ccccc1N(C)C(=O)C1CCCN(c2ncnc3c2nc2n3CCCCC2)C1 (stereo not given),7.94µM*
CC1=C(C(=O)OC2CCCC2)C(c2ccccc2Cl)CC(=O)N1 (stereo not given),?
O=C(Cc1ccccc1)NCC1CN(C(=O)C2CCOCC2)CC12CN(c1ccccc1)C2 (stereo not given),-21.1%
COc1ccc(CNC(=O)N[C@H](Cc2ccccc2)C(=O)N2CCOCCNC(=O)CC2)cc1,-20.1%
O=C(Cc1ccccn1)N1CCC2(C1)C(=O)N(CCc1ccccc1)c1ccccc12 (stereo not given),?
CN1CCC(N2CC3(C2)C(=O)N(C)C(=O)[C@@H]2C[C@@H](O)CN23)CC1,15.1%[44.1 µM]
CN(Cc1cccn1C)Cc1cccn1C,i
CCOc1ccc(OCC)c(NS(=O)(=O)c2c(C)[nH]c(=O)[nH]c2=O)c1,70.8%[activator]
CCc1nc(-c2c3n(c(=O)n(Cc4cc(F)ccc4F)c2=O)CCCC3)no1,-0.4%
COc1ccc(C(=O)N2CC[C@H]3C(=O)NCCCCCCN(Cc4ccncc4)[C@@H]3C2)c(OC)n1,?
C[S+](=O)([O-])N1Cc2ccccc2CC2(CCN(CC3CCCC3)C2)C1 (stereo not given),?
CCNC(=O)[C@@H]1C[C@H](N)CN1C(=O)c1ccc(NC(C)=O)cc1C,-3.6%
CC(C)[C@@H]1CN(C(=O)c2ccc(=O)n(C)n2)C[C@H]1NS(=O)(=O)N(C)C,-0.4%
CCn1c(CNC(=O)C23CC4CC(CC(C4)C2)C3)nnc1SCC(=O)Nc1ccc(F)cc1,?
CN1C(=O)c2ccc(NC(=O)C[C@H]3NC(=O)c4ccccc4NC3=O)cc2C1=O,-4.0%
COc1ccc(Cl)cc1C(=O)NC1CCCN(c2cc(-c3ccccc3)[nH]n2)C1 (stereo not given),i
COc1ccc(C2(C(=O)NCCC3CCN(C(=O)Nc4ccc(C)cc4)CC3)CC2)cc1,-3.0%
CN(Cc1ccccc1)Cc1cn(C[C@H]2CC3CCN2C[C@@H]3C(=O)NC2CC2)nn1 (stereo not given in full),i
CNC(=O)[C@@H]1CN(C(=O)c2cnn(C)c2)C[C@H]1COC,-1.2%
CN(Cc1ccccc1)C(=O)c1cn(C)c2ccc(S(=O)(=O)N3CCCCC3)cc2c1=O,i
CCN(C(=O)CC1COc2ccc(C(=O)N(C)C)cc2N1C)C1CCOCC1 (stereo not given),-1.4%
Cc1cccc(OCC(=O)N2CC3CC(C2)[C@H]2CCCC(=O)N2C3)c1 (stereo not given in full),1.9%
Cc1oc(-c2cccc(Br)c2)nc1CN1CCC(C(=O)NCc2ccccc2)CC1,11.9%
CCc1cccc2c(C(CC(=O)NCCc3ccccc3)c3ccc(OC)c(OC)c3)c[nH]c12 (stereo not given),-33.9%
O=C(c1ccc(Cl)cc1)N1CCC2(CC1)CC(Cc1ccccc1)=NO2,-7.4%
